# Screening data: PubChem BioAssay, National Center for Advancing Translational Sciences (NCATS)
# ELG1 genotox – induces genotoxicity in HEK293T cells with luciferase-tagged ELG1. Potency, µM (doses to about 46 µM), without a hit: at the highest dose activity change, positive = activation, hits mostly activators. AID 504466. actives 1.3% (n = 330,000). HEK293T ELG1-luciferase reporter, luminescence, 16 h; also: potency is read from the fitted curve at half-maximal effect; % of control where 0% means no effect; nearly all actives have a fitted effect of over 60% in size
#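 Genotoxicity was scored as increased ELG1-luciferase reporter signal, measured by ONE-Glo luminescence (30 min, room temperature). Compound or vehicle exposure of the HEK293T reporter cells lasted 16 hr at 37°C.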
# NPC1 promoter act – activators of NPC1 promoter; AID 485313; actives 2.4% (n = 320,000); Potency, µM (top dose mostly 9.22 µM), for the others: at the top dose activation, usual class: activators; Huh7 NPC1 promoter luciferase reporter, 24 h;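 also: potency is read from the fitted curve at half-maximal effect; % of control where 0% means no effect; nearly all actives have a fitted effect of over 60% in size; reporter is driven by a mutant NPC1 promoter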
#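 Cells: Huh7 expressing luciferase under the NPC1 promoter, 1500/well. Seeded 2 h, compound added, incubated 24 h at 37 °C. Luciferase reagent, 10 min ambient, then luminescence.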
# BRCA1 expr act – activators of BRCA1 expression; Potency, µM (series often up to 46.1 µM), for the others: top-dose activation, hits mostly activators; AID 624202; MCF7-BRCA1-FFLuc reporter, luminescence, 48 h; response scale: scaled: vehicle 0%, 10 µM genistein 100%; actives 1.1% (n = 380,000); also: potency is read from the fitted curve at half-maximal effect; nearly all actives have a fitted effect of over 80% in size; some results filed as inactive show a strong effect at the top dose
#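 First, MCF7-BRCA1-FFLuc cells (2000/well) attach for 2 h; next, compounds are pin-added and incubated 48 h at 37 °C; finally, luciferase reagent is added and luminescence read after 15 min.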
# PKM2 activator – activators of human pyruvate kinase M2; purified PKM2, Kinase-Glo ATP luminescence, activation; response scale: 0% is enzyme alone, no compound; P14618; actives 0.34% (n = 260,000); AID 1631; Potency, µM (doses to about 57.5 µM), for inactives: top-dose activation, usual class: activators; also: potency is read from the fitted curve at half-maximal effect; % is scaled to controls: 0 for no effect and ±100 for the full control effect; nearly all actives have a fitted effect of over 55% in size
# Target sequence (P14618 whole entry, looked up): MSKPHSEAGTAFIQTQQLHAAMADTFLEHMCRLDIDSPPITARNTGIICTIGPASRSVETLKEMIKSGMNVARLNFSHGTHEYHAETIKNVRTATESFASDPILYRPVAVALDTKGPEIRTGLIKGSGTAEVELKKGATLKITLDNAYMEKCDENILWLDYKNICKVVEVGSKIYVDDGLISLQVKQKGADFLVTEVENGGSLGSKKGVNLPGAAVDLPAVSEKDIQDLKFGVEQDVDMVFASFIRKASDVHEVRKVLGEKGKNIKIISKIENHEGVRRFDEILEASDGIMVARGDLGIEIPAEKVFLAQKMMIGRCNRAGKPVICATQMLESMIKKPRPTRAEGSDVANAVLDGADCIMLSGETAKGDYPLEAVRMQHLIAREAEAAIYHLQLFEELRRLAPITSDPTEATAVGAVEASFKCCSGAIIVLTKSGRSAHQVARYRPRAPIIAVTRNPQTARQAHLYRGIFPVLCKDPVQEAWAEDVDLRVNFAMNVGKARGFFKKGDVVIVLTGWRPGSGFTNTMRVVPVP
#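 ATP formation by purified human PK-M2, quantified via coupled luciferase luminescence after 1 h at room temperature with 0.1 mM ADP and 0.5 mM PEP final.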
# RORg inh – ROR gamma (mouse) transcription inhibition; Drosophila S2 Gal4-RORgamma UAS-luciferase reporter, 20 h; Potency, µM (series often up to 53.6 µM), for inactives: at the top dose activity change, negative = inhibition, hits mostly inhibitors; actives 5.4% (n = 310,000); AID 2551; also: potency is read from the fitted curve at half-maximal effect; % is scaled to controls: 0 for no effect and ±100 for the full control effect; nearly all actives have a fitted effect of over 60% in size
#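 Drosophila Schneider cells stably carrying a metallothionein-driven Gal4 DBD–ROR gamma fusion and a UAS-Photinus luciferase reporter were exposed to compound for 1 hr, then induced with copper sulfate (700 uM final) for 20 hr at ambient temperature before luminescence reading.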
# Menin MLL FP TR – displaces Texas Red mutant MLL peptide from human menin; O00255; Menin + Texas Red MLL mutant peptide, fluorescence polarization; Potency, µM (highest dose often 61.6 µM), for the others: at the highest dose FP activity change, negative = inhibition, usual class: inhibitors; actives 0.23% (n = 270,000); AID 1768; active = well fitted inhibition curve with a large enough effect in the polarisation, with a control signal flat, not every such curve was filed as active; inconclusive = small, poorly fitted or top-dose-only effect, or effect the other way, or a change in a side signal; inactive = no such curve, though single readings can be large or run the other way; the % refers to the polarisation; also: potency is read from the fitted curve at half-maximal effect; % of control where 0% means no effect; many of its hits are not listed in these tables
# p53 reactivator – restores transcriptional activity of mutant p53; Potency, µM (top dose mostly 92.2 µM), without a hit: top-dose activity change, positive = activation, hits mostly activators; actives 0.063% (n = 320,000); AID 504706; H1299 p53-A138V BP100-luciferase reporter, luminescence, 24 h; also: potency is read from the fitted curve at half-maximal effect; % of control where 0% means no effect; nearly all actives have a fitted effect of over 45% in size
#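 p53-null H1299 cells stably carrying temperature-sensitive p53-A138V and a BP100-luciferase reporter were pinned with compounds (4-point, 1:5 series) and held 24 hrs at 37 deg C. Luminescence was read 10 min after detection reagent.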
# Gal4-VP16 FLuc – inhibits Gal4-VP16 luciferase reporter, ROR gamma counter-screen | Drosophila S2 Gal4-VP16 UAS-luciferase, luminescence, 20 h | Potency, µM (doses to about 53.6 µM), inactives show at the highest dose activity, negative = inhibition, hits mostly inhibitors | actives 3.5% (n = 310,000) | AID 2546;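 also: Gal4-VP16 expression switched on by copper sulfate through the metallothionein promoter; potency is read from the fitted curve at half-maximal effect; % is scaled to controls: 0 for no effect and ±100 for the full control effect; nearly all actives have a fitted effect of over 50% in size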
# FLuc modulator – counter-screen for miR-21 project: firefly luciferase inhibitors or activators. P08659. actives 6.9% (n = 360,000). Potency, µM (doses to about 57.5 µM), inactives show top-dose activity change, negative = inhibition, actives largely listed as inhibitors. purified FLuc, Km substrates, luminescence inhibition;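 also: potency is read from the fitted curve at half-maximal effect; plate controls were vehicle for no effect and reference inhibitor for full effect; nearly all actives have a fitted effect of over 55% in size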
# Target sequence (P08659 whole entry, looked up): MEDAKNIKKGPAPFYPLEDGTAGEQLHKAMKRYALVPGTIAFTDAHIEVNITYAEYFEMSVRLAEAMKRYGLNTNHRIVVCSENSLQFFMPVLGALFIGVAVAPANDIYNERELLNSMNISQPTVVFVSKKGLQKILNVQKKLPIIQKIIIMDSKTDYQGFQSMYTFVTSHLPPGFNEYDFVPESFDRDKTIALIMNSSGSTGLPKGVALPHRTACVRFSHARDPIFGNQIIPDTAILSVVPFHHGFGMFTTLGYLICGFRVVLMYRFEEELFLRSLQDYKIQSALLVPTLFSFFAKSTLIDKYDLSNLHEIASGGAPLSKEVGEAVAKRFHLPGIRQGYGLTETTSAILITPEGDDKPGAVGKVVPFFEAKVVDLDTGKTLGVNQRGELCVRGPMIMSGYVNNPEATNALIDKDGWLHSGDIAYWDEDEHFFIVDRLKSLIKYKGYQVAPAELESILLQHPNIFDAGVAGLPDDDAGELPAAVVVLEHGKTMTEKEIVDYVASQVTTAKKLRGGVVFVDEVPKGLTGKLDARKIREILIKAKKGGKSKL
#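 Purified P. pyralis luciferase, 10 nM final, with Km-level 10 uM D-luciferin and 10 uM ATP in 50 mM Tris acetate pH 7.5, 10 mM Mg acetate, 0.01% Tween-20, 0.05% BSA; 6-point qHTS titration about 60 µM downward; luminescence read.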
# Giardia killer – Giardia lamblia killing; Giardia lamblia trophozoite viability; AID 540267; actives 0.15% (n = 340,000); activity change, % at 7.66 µM, hits read low; in the data active = activity change below about -80%; inconclusive = between about -30% and that limit;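 also: parasites exposed to compound for two days anaerobically before the ATP read; % is scaled to controls: 0 for no effect and ±100 for the full control effect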
#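 Anaerobic 48 hrs incubation at 37 deg C of 100 trophozoites/well with test compounds; ATPLite 1-Step luminescence, 15-30 min RT, reports cellular ATP as viability.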
# Rab9 prom act – activators of Rab9 promoter. Huh7 Rab9 promoter-luciferase reporter, luminescence, 24 h. Potency, µM (top dose mostly 9.22 µM), for the others: at the highest dose activation, negative = inhibition, actives largely listed as activators. actives 2.8% (n = 320,000); also: potency is read from the fitted curve at half-maximal effect; % of control where 0% means no effect; nearly all actives have a fitted effect of over 60% in size
#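 Cells were plated at 1500 per well in reduced-serum medium with 10% FBS and left 2 h. Compound in DMSO was then added for 24 h at 37 °C. Reporter signal was read by luminescence after 10 min with luciferase detection reagent.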
# Numbers without * were called inactive; ? = inconclusive; / = not tested or not shown; & = joins results of further samples; [ ] = dose if it differs, or a comment. Unless noted, calls follow the shape of the dose curve; as a rule, active = well fitted curve in the direction sought with a large enough effect; inconclusive = small, poorly fitted or top-dose-only effect, or another doubt; inactive = no such curve, though single readings can be large; an effect the other way counts as inactive or inconclusive.
SMILES,ELG1 genotox,NPC1 promoter act,BRCA1 expr act,PKM2 activator,RORg inh,Menin MLL FP TR,p53 reactivator,Gal4-VP16 FLuc,FLuc modulator,Giardia killer,Rab9 prom act
c1ccc(-c2nc3ccccc3s2)nc1,?,1.41µM*,8.91µM*,-13.0%&-30.0%,?,5.0%,?,?,3.79µM*,0.9&5.5,1.41µM*
CC1(C(=O)N2CCC(CC3CC(c4ccc(Cl)cc4)=NO3)(C(=O)NCC3CCCCC3)CC2)CC1 (configuration not stated),-3.3%,-4.4%,-4.1%,1.5%,35.8%,8.2%,/,6.5%,1.5%,12.5,1.7%
O=C(CCc1nnc(-c2ccc3c(c2)OCO3)o1)N(Cc1ccncc1)CC1CCCO1 (configuration not stated),-2.7%,-3.9%,33.7%,0.2%,1.2%,9.7%,-0.1%,-8.5%,0.5%,18.6,-13.5%
Cc1ccc(NC(=O)c2c(C)nn(-c3ccccc3)c2Cl)c(C)c1,-3.4%,12.7%,30.7%,-4.5%,17.7%,-22.4%,6.6%,-13.0%,?,-3.3,11.7%
CC(=O)c1ccc(NC(=O)C2CCCN2S(=O)(=O)c2cccs2)cc1 (configuration not stated),2.1%,-3.1%,-13.1%,/,/,/,2.9%,/,1.1%,-15.8,-3.0%
O=C(Nc1ccncc1)C1CCC(CNS(=O)(=O)c2cccc3nsnc23)CC1 (configuration not stated),-10.1%,0.7%,-28.4%,-10.9%,33.9%,/,-1.3%,-18.4%,1.1%,1.2,-10.8%
COCCCNC(=O)Cn1cc(/C=C(\C#N)C(=O)NC2CCCC2)c2ccccc21,3.3%,10.0%,3.1%,-0.7%,25.6%,-10.4%,/,18.3%,?,-20.0,6.6%
COc1ccc(OC)c(C(=O)CC2OC(=O)c3ccccc32)c1 (configuration not stated),-2.2%,0.7%,-48.2%,-0.7%,-25.4%,2.8%,9.0%,-4.5%,-2.0%,-0.5,-0.8%
Cc1ccc(C(=O)Oc2ccccc2N2C(=O)C3CCCCC3C2=O)cc1 (configuration not stated),-2.5%,-1.3%,-15.2%,-1.2%,31.8%,-15.6%,18.5%,3.0%,2.3%,-10.4,-7.4%
COc1ccc(S(=O)(=O)Nc2ccccc2OC)cc1NC(=O)c1cc2ccccc2oc1=O,?,3.98µM*,81.5%,3.9%,?,-18.8%,22.4µM*,-5.8%,12µM*,16.6,3.98µM*
COc1cccc(CNC(=O)CC2Sc3ccccc3NC2=O)c1 (configuration not stated),5.5%,-0.8%,-8.5%,-5.1%,32.9%,2.9%,-3.4%,-5.1%,-2.3%,-0.6,1.0%
COc1cc(CSc2nnnn2-c2ccc(C)cc2)cc(OC)c1OC,?,-28.1%,-86.3%,-16.0%,34.6%,-22.0%,-18.6%,-4.0%[0.365 µM],2.8%,-12.9,-32.1%[inhibitor]
O=C(O)/C(=C\c1ccco1)NC(=O)c1cccc2ccccc12,3.4%,-0.7%,13.1%,-5.5%,18.7%,20.0%,-0.6%,?,-11.4%,2.8,0.0%
CCOC(=O)C1=C(c2ccccc2)Nc2ncnn2C1c1ccc(O)cc1 (configuration not stated),2.6%,-3.2%,-6.9%,2.0%,-8.9%,/,-2.2%,6.0%,-2.0%,-13.5,-6.9%
CC1(C)Cc2c(sc3ncn4c(=S)[nH]nc4c23)CO1,1.4%,-2.3%,-1.0%,-26.2%,?,-11.2%,0.3%,-5.8%,?,?,3.8%
C=CCNC(=O)c1c[nH]c2ccc(S(=O)(=O)N(C)c3ccc(OCC)cc3)cc2c1=O,-12.8%,-0.4%,-12.4%,/,?,?,-5.2%,-8.2%,2.4%,-15.8,-3.5%
CCCCn1c(=O)[nH]c(=O)c2c1nc(-c1ccc(-c3ccc(F)cc3)o1)n2C,0.4%,-3.7%,-8.7%,5.4%,-12.2%,/,0.7%,-9.8%,-1.8%,-10.3,-7.5%
Nc1c(C(=O)c2ccc(Cl)cc2)sc2nsc(SCCN3CCOCC3)c12,-7.3%,11.2%,-69.9%,-5.6%,34.6%,/,-3.6%,3.5%,-9.9%,-3.5,-4.2%
O=C(NCCO)c1ccc2c3n(nc2c1)-c1ccc(Cl)cc1CO3,?,2µM*,3.16µM*,-3.3%,27.8%,/,17.0%,-0.7%,6.01µM*,11.8,3.55µM*
COc1ccc(C(C)=O)cc1CN1C(=O)NC2(CCCCC2C)C1=O (configuration not stated),1.2%,-2.6%,-36.4%,0.1%,0.1%,-27.0%,-5.8%,-1.6%,-0.5%,-4.1,8.4%
Cc1ccsc1CN(C)CC(=O)NCC(=O)Nc1ccc(F)cc1,0.0%,-0.7%,-1.7%,/,/,/,-5.8%,/,2.3%,16.0,-1.9%
CC(=O)Nc1nc2ccc(S(=O)(=O)N3CCCC3)cc2s1,-7.9%,4.4%,-2.9%,15.9%,-16.1%,/,16.1%,26.0%,-0.7%,12.7,7.8%
Cc1ccc(N2CC(C(=O)NCCC(C)C)CC2=O)cc1 (configuration not stated),0.0%,-0.8%,-2.7%,-14.2%,-16.2%,17.3%,2.2%,-1.1%,-1.9%,-13.1,-4.1%
Cc1cccc(NC(=O)Nc2ccc(OCc3ccccc3)cc2)n1,4.5%,1.3%,-1.7%,/,13.7%,-14.6%,0.7%,7.9%,-1.9%,4.1,-0.9%
CN1CCN(c2nc(C#N)cc(-c3ccccc3)n2)CC1,-0.3%,-3.1%,-45.0%,-15.8%,-4.9%,17.7%,-0.6%,-19.2%,-13.7%,-2.6,-1.1%
CCOc1ccc(N(CC(=O)NCCSCc2ccccc2Cl)S(C)(=O)=O)cc1,-9.6%,1.9%,-4.1%,1.3%[11.5 µM],38.4%,-22.4%,-8.2%,-4.2%,3.1%,-6.3,0.7%
CC(C)C[C@@H](CSc1ccc(Br)cc1)N1CCN(CCc2ccccc2)CCC1=O,-1.4%,13.4%,19.1%,4.4%,?,/,20.8%,19.2%,?,?,-3.8%
O=C(C1CCCN(Cc2ccc([N+](=O)[O-])cc2)C1)N1CCCCC1 (configuration not stated),-5.6%,1.3%,-24.7%,/,9.2%,-0.4%,0.5%,2.4%,0.8%,3.5,-5.9%
CCOc1ccc(/C(O)=C2/C(=O)C(=O)N(c3ccccn3)C2c2ccc(F)cc2)c(C)c1 (configuration not stated),-2.4%,-7.2%,-20.8%,/,41.0%,0.3%,5.6%,14.8%,1.3%,3.1,1.2%
COc1ccc(N2CCN(C(=O)CSc3nnc4c(C)cc5ccccc5n34)CC2)cc1,-14.9%,-1.7%,-49.7%,-0.1%,-27.5%[10 µM],-17.9%,-0.3%,-4.7%,-1.8%,-0.5,-3.5%
O=C(NC1CCCCC1)c1cc(F)cc2c1OCOC2,0.7%,-2.1%,-38.3%,2.7%,9.3%,/,3.8%,3.0%,0.0%,16.2,-3.8%
COc1ccc(C(=O)N2CCN(Cc3ccc4c(c3)OCO4)CC2)cc1OC,-1.4%,-14.7%,-7.8%,18.5%,-20.5%,1.3%,/,0.4%,3.8%,6.4,-25.7%
COc1ccc(CN2CC(C(=O)NCCN3CCOCC3)CC2=O)cc1 (configuration not stated),-2.7%,-2.3%,2.5%,9.0%,16.6%,7.0%,?,-0.5%,-0.8%,7.9,-3.6%
O=C(O)CSC(C(=O)Nc1ccc(C(F)(F)F)cc1)c1ccccc1 (configuration not stated),-1.3%,-1.0%,-4.4%,-2.2%,9.0%,4.6%,-0.9%,10.6%,-6.7%,-13.6,-1.8%
O=S(=O)(c1cccs1)N1CCN(Cc2nc3ccccc3s2)CC1,27.8%,-1.7%,-20.2%,22.4µM*,?,-8.4%,?,12.2%,16.9µM*,9.2,-2.4%
CCCCn1c(N)c(N(CCOC)C(=O)COc2ccc(OCC)cc2)c(=O)[nH]c1=O,1.5%,-1.9%,-19.7%,/,/,/,2.3%,/,6.0%,-8.4,-3.4%
Cc1occc1C(=O)NC(C)C12CC3CC(CC(C3)C1)C2 (configuration not stated),-4.5%,-4.8%,-10.6%,-3.3%,4.5%,-20.5%,-1.4%,3.0%,0.8%,-7.5,7.7%

# These rows are one share of the data; rates above refer to the full screens.
